MLLE-PAM2 inh = blocks PAM2 peptide binding to the PABP1 MLLE domain | GST-MLLE / FITC-PAM2 fluorescence polarization | P11940 | inhibition, % at 20 µM | actives 0.36% (n = 360,000) | AID 588489; in the data active = inhibition above about 35%, passing the limit was not always enough;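 note: plate controls were DMSO wells with GST-MLLE for no effect and wells lacking GST-MLLE protein for full effect; some results filed as inactive read as strong as hits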
Target sequence (P11940 whole entry, looked up, the tested form may be a part): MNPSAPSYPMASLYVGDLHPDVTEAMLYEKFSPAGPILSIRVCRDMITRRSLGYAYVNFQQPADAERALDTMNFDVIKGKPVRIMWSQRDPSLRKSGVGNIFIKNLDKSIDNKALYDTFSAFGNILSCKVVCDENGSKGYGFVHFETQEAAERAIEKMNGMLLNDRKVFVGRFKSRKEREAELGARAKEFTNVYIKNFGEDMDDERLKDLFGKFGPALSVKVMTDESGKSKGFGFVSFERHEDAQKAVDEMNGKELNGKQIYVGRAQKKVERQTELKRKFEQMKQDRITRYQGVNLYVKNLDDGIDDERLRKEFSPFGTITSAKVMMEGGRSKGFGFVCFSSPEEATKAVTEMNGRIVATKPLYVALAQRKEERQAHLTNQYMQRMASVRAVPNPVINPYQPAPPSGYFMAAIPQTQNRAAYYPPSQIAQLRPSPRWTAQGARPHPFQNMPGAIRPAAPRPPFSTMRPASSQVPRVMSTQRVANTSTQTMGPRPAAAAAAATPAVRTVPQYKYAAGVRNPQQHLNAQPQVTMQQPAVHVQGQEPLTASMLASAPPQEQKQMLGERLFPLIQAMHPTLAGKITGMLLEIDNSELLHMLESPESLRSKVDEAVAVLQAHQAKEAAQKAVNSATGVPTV
FAS TE block = blocks the thioesterase domain of human fatty acid synthase | recombinant FAS-TE, OMFH fluorogenic substrate, fluorescence endpoint | P49327 | inhibition, % at 15 µM | actives 0.67% (n = 360,000);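 active = compounds whose normalised, plate-corrected inhibition of enzyme fluorescence in the single-dose primary screen is 50% or more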;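 note: 0% = DMSO with enzyme and 100% = substrate without enzyme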
Rpn11 block = blocks the human proteasome subunit Rpn11 | O00487 | calls only at 20 µM | actives 0.59% (n = 360,000) | human 26S proteasome, Ub4-pepOG fluorescence polarization; 20S core pre-blocked with epoxomicin | AID 588493;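 active = inhibition at 20 µM, scaled to each plate's controls, above about 33%, limit read from the data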
Target sequence (O00487 whole entry, looked up): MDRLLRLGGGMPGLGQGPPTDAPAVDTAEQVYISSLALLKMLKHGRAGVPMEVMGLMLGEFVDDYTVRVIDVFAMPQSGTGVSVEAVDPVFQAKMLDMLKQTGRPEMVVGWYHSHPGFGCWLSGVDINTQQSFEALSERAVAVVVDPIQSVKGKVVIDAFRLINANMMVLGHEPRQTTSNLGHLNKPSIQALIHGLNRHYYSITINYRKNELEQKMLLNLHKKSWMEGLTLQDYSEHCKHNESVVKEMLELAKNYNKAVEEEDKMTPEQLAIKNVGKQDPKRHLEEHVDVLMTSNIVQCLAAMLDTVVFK
eLon inh = inhibits E. coli Lon protease | P0A9M0 | purified E. coli Lon protease, fluorescence polarization | inhibition, % at 7.94 µM | actives 0.42% (n = 360,000); in the data active = inhibition above about 13%, passing the limit was not always enough;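 note: 0% = enzyme with probe and DMSO and 100% = no enzyme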
Rin1 Abl inh = inhibitors of human Rin1-Abl protein interaction. P00519+Q13671. TR-FRET Rin1/Abl binding, biochemical. inhibition, % at 7.35 µM. actives 0.4% (n = 360,000). AID 588664; in the data active = inhibition above about 5%, passing the limit was not always enough
bovine MsrA act = bovine methionine sulfoxide reductase A activation. purified bovine MsrA, absorbance read-out. activation, % at 10.6 µM. actives 0.3% (n = 360,000); in the data active = activation above about 7.5%;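 note: 0% = vehicle and 100% = reference activator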
MsrA inhibitor = bovine MsrA inhibition | purified bovine MsrA, absorbance read-out | inhibition, % at 15.5 µM | actives 0.75% (n = 360,000) | AID 651718; in the data active = inhibition above about 4.5%;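 note: 0% = vehicle wells with enzyme and 100% = reference inhibitor wells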
MT1-MMP act inh = MT1-MMP (human) activation inhibition. P50281. actives 0.061% (n = 360,000). GFP/RFP ratio change, % at 20 µM. HT1080 RFP-PRO-GFP cells, GFP/RFP ratio fluorescence, overnight; percent of plate control window, DMSO zero;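 active = GFP/RFP ratio change of at least 30% with cell ATP level not reduced by more than half and red fluorescence within 50% of control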; note: strong numbers were not always called active
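Assay system – RFP-PRO-GFP reporter HT1080 cells · Compound dosing – single dose of 20 µM compound, 1% DMSO final · Incubation – overnight compound exposure at 37 °C · Measure – GFP/RFP fluorescence ratio · Benchmarks – DMSO wells and RFP-L50D-GFP cells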
CSN inh = inhibitors of human CSN-mediated cullin deneddylation | Q92905 | Purified CSN, SCF-Nedd8-OG deneddylation, fluorescence polarization | inhibition, % at 12.5 µM | actives 0.38% (n = 360,000);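 active = pattern-corrected inhibition above about 35%, with an unprinted fluorescence ratio check between 0.5 and 1.5, limit read from the data, passing the limit was not always enough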;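 note: 0% = enzyme with substrate and 100% = substrate without enzyme; some results filed as inactive read as strong as hits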
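Material: purified human Csn5 enzyme expressed in HEK293T cells / Medium: Tris buffer pH 7.5, NaCl, DTT, Tween-20, trehalose, ovalbumin / Compound dosing: 12.5 µM single point / Schedule: 90 min incubation of compound, enzyme and substrate at room temperature / Signal: fluorescence polarization of the substrate / Control set: no-enzyme wells high, enzyme-with-substrate wells low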
* = called active by the depositor; i = inactive; x = no result given; & = joins results of further samples.

(1) NC(=O)C1(N2CCCCC2)CCN(c2nc(-c3ccccc3)cs2)CC1
(2) Cc1ccc([C@@H]2[C@@H]3C(=O)N(C)C(=O)[C@@H]3[C@]3(C)C(=O)N(CC4CC4)CC(=O)N23)o1
(3) O=C(CNC(=O)c1ccccc1Cl)N/N=C/C=C/c1ccccc1
(4) COc1cc(NC(=O)c2ccccc2[N+](=O)[O-])ccc1NC(=O)C(C)C
(5) O=C(NCC1CC1)C1Cc2c(-c3ccc4c(c3)OCO4)ccnc2O1 (configuration not stated)
(6) CCOC(=O)C1(Cc2ccccc2)CCN(CC2CC=CCC2)CC1 (configuration not stated)

screen / no.,1,2,3,4,5,6
MLLE-PAM2 inh,-6,13,3,-7,3,5
FAS TE block,4,-5,-4,-9,-5,-2
Rpn11 block,i,i,i,i,i,i
eLon inh,-7,0,-5,-4,-2,-1
Rin1 Abl inh,0,1,2,-1,3,0
bovine MsrA act,2,0,-2,-2,-8,-3
MsrA inhibitor,-0.8,-1.1,0.5,-0.2,-0.5,1.3
MT1-MMP act inh,2,1,3,2,3,4
CSN inh,-2,-3,0,-8,0,-3

(7) Cc1cc(=O)oc2c(C)c3occc3cc12
(8) Cc1ccc2c(CC(=O)NCc3cccs3)coc2c1
(9) CC(C)C[C@@H]1CN=C(N)N1C[C@@H]1CCCN1C[C@H](C)N1C[C@@H](Cc2ccccc2)N(CCCC2CCCC2)C1=N
(10) Cc1cc2c(cc1S(=O)(=O)NCCc1ccccc1)NC(=O)CO2
(11) CCN(CCO)Cc1cc(=O)oc2c(C)c(C)ccc12
(12) CCC(C)NS(=O)(=O)c1ccc(OC)c(Cl)c1Cl (configuration not stated)

screen / no.,7,8,9,10,11,12
MLLE-PAM2 inh,1,2,10,-4,-3,10
FAS TE block,-4,1,-10,-3,-8,3
Rpn11 block,i,i,i,i,i,i
eLon inh,-12,5,5,-2,3,3
Rin1 Abl inh,-2,-2,1,0,0,-3
bovine MsrA act,-6,-3,-3,-2,-11,-2
MsrA inhibitor,-0.8,0.4,1.4,-0.6,0.1,0.2
MT1-MMP act inh,-3,-2,4,0,0,8
CSN inh,4,5,2,2,0,-1

(13) CCN1CCN(C(C)CCc2ccccc2)CC1 (configuration not stated)
(14) CCCCCCCCC(=O)N/N=C/c1ccccn1
(15) CCOC(=O)C1(CCCc2ccccc2)CCN(C(=O)Cn2nc(C)nc2C)CC1
(16) Cc1nc(NC(=O)/C=C/c2ccccc2)sc1C(=O)NCCO
(17) C[C@H](CO)N1C[C@H](C)[C@@H](CN(C)C(=O)NC2CCCCC2)Oc2c(NC(=O)C3CC3)cccc2C1=O
(18) Cc1ccc(C(=O)NC(O)C(Cl)Cl)cc1 (configuration not stated)

screen / no.,13,14,15,16,17,18
MLLE-PAM2 inh,-4,12,-6,-11,-4,0
FAS TE block,-6,5,-8,-5,36,-6
Rpn11 block,i,i,i,i,i,i
eLon inh,-2,-10,-14,-11,-8,0
Rin1 Abl inh,2,4,0,1,-2,0
bovine MsrA act,-4,-2,-3,-5,-13,-7
MsrA inhibitor,-0.7,-0.9,-0.2,3.4,0.4,0.3
MT1-MMP act inh,-3,1,3,0,x,-1
CSN inh,-1,-7,-4,-6,-6,0

Compound profiles, from the list above. Values in the order: MLLE-PAM2 inh | FAS TE block | Rpn11 block | eLon inh | Rin1 Abl inh | bovine MsrA act | MsrA inhibitor | MT1-MMP act inh | CSN inh
CCN1CCN(C(C)CCc2ccccc2)CC1 (configuration not stated) in the list: -4 | -6 | i | -2 | 2 | -4 | -0.7 | -3 | -1
C[C@H](CO)N1C[C@H](C)[C@@H](CN(C)C(=O)NC2CCCCC2)Oc2c(NC(=O)C3CC3)cccc2C1=O in the list: -4 | 36 | i | -8 | -2 | -13 | 0.4 | x | -6
Cc1ccc(C(=O)NC(O)C(Cl)Cl)cc1 (configuration not stated) in the list: 0 | -6 | i | 0 | 0 | -7 | 0.3 | -1 | 0
CCCCCCCCC(=O)N/N=C/c1ccccn1 in the list: 12 | 5 | i | -10 | 4 | -2 | -0.9 | 1 | -7
Cc1nc(NC(=O)/C=C/c2ccccc2)sc1C(=O)NCCO in the list: -11 | -5 | i | -11 | 1 | -5 | 3.4 | 0 | -6

The listing picks up; the two compounds before the break are reprinted first.
(17) C[C@H](CO)N1C[C@H](C)[C@@H](CN(C)C(=O)NC2CCCCC2)Oc2c(NC(=O)C3CC3)cccc2C1=O
(18) Cc1ccc(C(=O)NC(O)C(Cl)Cl)cc1 (configuration not stated)
(19) Cc1ccc(S(=O)(=O)N2c3ccccc3OCC2C(C)(C)C)cc1 (configuration not stated)
(20) O=C(COc1ccc2ccccc2c1)N1CCN(c2ccccc2O)CC1
(21) COc1cc(/C=C2\SC(=S)N(Nc3ccccc3)C2=O)cc(OC)c1OC
(22) Cc1cc(C)n(-c2nc3nonc3nc2Nc2cccc(C)c2C)n1
(23) O=c1c2ccccc2nnn1CSc1nnc(-c2ccco2)o1
(24) COCCOC(=O)C1=C(C)OC(N)=C(C#N)C1c1ccco1 (configuration not stated)

screen / no.,17,18,19,20,21,22,23,24
MLLE-PAM2 inh,-4,0,1,7,3,79,10,5
FAS TE block,36,-6,24,3,0,-12,-6,-6
Rpn11 block,i,i,i,i,i,i,i,i
eLon inh,-8,0,4,-2,-13,-12,-8,-10
Rin1 Abl inh,-2,0,-6,-5,1,0,3,-1
bovine MsrA act,-13,-7,-2,-9,-3,-3,-14,-2
MsrA inhibitor,0.4,0.3,-1.1,-1.6,1.1,-0.1,-1.0,0.0
MT1-MMP act inh,x,-1,-3,-6,5,-17,7,-4
CSN inh,-6,0,0,-2,5,57*,-2,0

(25) O=C(Nc1ccc(F)cc1)c1ccc(NC(=O)C2CCCO2)cc1 (configuration not stated)
(26) Cc1ccccc1NC(=O)CN1CCC(NC(=O)Nc2ccccc2)CC1
(27) COc1cccc(CNc2nc3cc(-c4ccc(F)cc4)sc3c(=O)n2C)c1OC
(28) CCOC(=O)/C(C#N)=C/c1c(N2CCN(C)CC2)nc2c(C)cccn2c1=O
(29) Cc1ccc(S(=O)(=O)Nc2cccc(-c3ccc(N4CCCCCC4)nn3)c2)c(C)c1
(30) Cc1cccc(NS(=O)(=O)c2ccc(-c3cnc(C4CC4)o3)cc2)c1

screen / no.,25,26,27,28,29,30
MLLE-PAM2 inh,9,10,-4,6,-2,-1
FAS TE block,-3,-7,19,-5,59*,14
Rpn11 block,i,i,i,i,i,i
eLon inh,-6,-5,6,-3,7,-4
Rin1 Abl inh,3,2,1,-2,0,1
bovine MsrA act,0,-2,-10,-3,-3,-2
MsrA inhibitor,x,-1.1,-0.1,2.6,0.9,0.2
MT1-MMP act inh,-2,2,-2,-5,5,-13
CSN inh,6,-1,4,-1,-1,-2

(31) COc1ccccc1N=Cc1nc(-c2ccccc2)oc1OC(C)=O
(32) CN(C(=S)Oc1ccc(C(=O)Nc2ccccc2)cc1)c1ccccc1
(33) CN(Cc1ccco1)S(=O)(=O)c1ccc(CN2C(=O)c3cccnc3C2=O)s1
(34) COC(=O)Nc1ccc(S(=O)(=O)Nc2ccccc2F)cc1
(35) COC(=O)c1cc(-c2ccc(S(=O)(=O)N3CCCC(C)C3)cc2)c(C(F)(F)F)s1 (configuration not stated)
(36) COc1ccc(S(=O)(=O)NCC2CCCN(C(=O)C3CCCC3)C2)cc1 (configuration not stated)

screen / no.,31,32,33,34,35,36
MLLE-PAM2 inh,12,6,-4,-17,-9,1
FAS TE block,7,30,6,-3,19,-7
Rpn11 block,i,i,i,i,i,i
eLon inh,-1,-2,-9,-10,3,1
Rin1 Abl inh,3,1,-2,-1,-1,2
bovine MsrA act,3,-4,-5,-4,-4,-5
MsrA inhibitor,0.7,-0.3,0.4,-0.5,0.3,1.6
MT1-MMP act inh,-1,-6,0,-6,8,0
CSN inh,2,-1,2,-4,4,5

Single values from the list:
CN(Cc1ccco1)S(=O)(=O)c1ccc(CN2C(=O)c3cccnc3C2=O)s1 – Rin1 Abl inh = -2
COC(=O)c1cc(-c2ccc(S(=O)(=O)N3CCCC(C)C3)cc2)c(C(F)(F)F)s1 (configuration not stated) – bovine MsrA act = -4

Next structures:
(37) C[C@H](CO)N1C[C@H](C)[C@@H](CN(C)Cc2cccnc2)OCc2cnnn2CCCC1=O
(38) CCN(C1CCCCC1)S(=O)(=O)c1ccc(S(=O)(=O)N(CC(=O)Nc2ccccc2)C2CC2)cc1
(39) COc1ccc(C2Nc3ccccc3C(=O)N2O)cc1CN1CCOCC1 (configuration not stated)
(40) O=C(O)CN1C(=O)CSc2ccccc21
(41) CCn1c(CNC(=O)C2CCCCC2)cc2cc(C)ccc21
(42) C=Cn1ccnc1P(=S)(c1ccc2c(c1)c1ccccc1n2CC)c1nccn1C=C

screen / no.,37,38,39,40,41,42
MLLE-PAM2 inh,-8,15,-8,8,-26,-80
FAS TE block,-13,22,-7,-4,-1,25
Rpn11 block,i,i,i,i,i,i
eLon inh,1,10,1,-3,4,2
Rin1 Abl inh,-2,-2,2,3,-1,1
bovine MsrA act,-5,-2,-6,-1,-10,-1
MsrA inhibitor,1.1,0.3,-0.3,-0.8,-0.5,0.1
MT1-MMP act inh,2,5,3,2,4,-12
CSN inh,3,1,-12,5,-3,2

(43) O=C(CN1CCN(S(=O)(=O)c2cccs2)CC1)N1CCCCC1
(44) COc1c(Br)cc(/C=N/n2c(-c3ccccc3)n[nH]c2=S)c(O)c1Br
(45) Cc1ccc(C)c(OCCC(=O)NNC(=O)Cn2nc(C)cc2C)c1
(46) C/C(=N\NC(=O)c1cc(O)ccc1O)c1cccc(NC(=O)c2cccc(Cl)c2)c1
(47) CC1(C)Cc2cccc(OCC(=O)Nc3nccs3)c2O1
(48) Cc1cc(C)n(-c2ccc(C(=O)NC3CCCCC3)cc2)n1

screen / no.,43,44,45,46,47,48
MLLE-PAM2 inh,3,-45,-1,2,10,6
FAS TE block,-5,16,-3,-9,-6,0
Rpn11 block,i,i,i,i,i,i
eLon inh,2,19*,4,4,-2,-5
Rin1 Abl inh,2,3,0,4,3,-2
bovine MsrA act,-2,-7,-2,-4,5,-1
MsrA inhibitor,-0.1,0.6,-0.9,1.3,-0.5,0.9
MT1-MMP act inh,2,4,1,0,5,2
CSN inh,2,6,-4,-3,6,4

(49) CCC(CC)C(=O)Nc1cccc(C(=O)Nc2ccc(S(=O)(=O)Nc3ccc(C)cc3)cc2)c1
(50) O=C(COC(=O)/C=C/c1cccs1)Nc1ccccc1Cl
(51) c1ccc(OCCSc2nc3ccccc3[nH]2)cc1
(52) CN(Cc1ccccc1)C(=O)C1CCCN(Cc2cccc(Cl)c2)C1 (configuration not stated)
(53) COc1cc(/C=N/Nc2nc(=O)[nH]nc2C)cc(OC)c1O
(54) CC(=O)Nc1ccc(S(=O)(=O)Nc2ccc3c(c2)n(C)c(=O)n3C)c(C)c1
(55) COCCNS(=O)(=O)c1ccc(OCC(=O)N2CCc3ccccc3C2)c(Cl)c1
(56) C=C(CC[C@@H](O)C(C)(C)O)[C@H]1CC[C@]2(C)[C@@H]1CCC1[C@@]3(C)CC[C@H](O)C(C)(C)C3CC[C@]12C (some centres not stated)

screen / no.,49,50,51,52,53,54,55,56
MLLE-PAM2 inh,-7,-6,8,14&-3,-27,6,1,-6
FAS TE block,18,2,2,-1&-5,-3,-3,1,0
Rpn11 block,i,i,i,i,i,i,i,i
eLon inh,-10,0,5,2&4,-31,4,5,1
Rin1 Abl inh,1,1,0,1&1,-1,-2,-2,1
bovine MsrA act,-1,-2,3,3&0,2,-4,-1,-4
MsrA inhibitor,1.4,-0.3,-0.1,0.7&0.8,4.0,0.7,-0.6,-0.4
MT1-MMP act inh,-14,-2,0,2&-1,3,5,2,5
CSN inh,2,1,-5,4&4,7,1,-5,2

Screens: PubChem, several laboratories
